# Screening results (PubChem BioAssay)
# ssDAF12 agonist: S. stercoralis DAF-12 nuclear receptor activators, primary screen, cell-based, luminescence, HEK293, GRIP1 co-expression, lit1-tk-luc; Nuclear hormone receptor DAF-12 (Strongyloides stercoralis); activation, % at 6.8 µM; AID 652126, 2013; HEK293 ssDAF-12/GRIP1 lit1-tk-luc reporter; % of 3 µM dafachronic acid response; 370,000 compounds, 1% hits;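 active = activation above the mean over all tested compounds plus 3 SD, cut at about 0.9% in these data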;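 note: 0% = DMSO-only wells and 100% = 3 µM delta7-dafachronic acid wells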
# HGIII-sPLA2 inh: human group III sPLA2 inhibitors, primary screen, biochemical, QFRET, BODIPY PC-A2 liposome substrate | Group 3 secretory phospholipase A2 (Homo sapiens), Q9NZ20 | QFRET BODIPY PC-A2 liposome hydrolysis, fluorescence | inhibition, % at 12.2 µM | 370,000 compounds, 0.56% hits | AID 743126, 2013;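 active = inhibition above mean plus 3 SD of compounds lying within the high and low control bounds, cut at about 19% in these data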;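 note: 0% = median of test compound wells and 100% = no enzyme DMSO wells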
# FXN GAA850 act: FXN promoter activators, primary screen, cell-based, luciferase luminescence, HEK293 lucGAA850. HEK293 lucGAA850 FXN promoter luciferase reporter, 24 h; percent of 10 µM SAHA response. activation, % at 6 µM. 360,000 compounds, 0.56% hits;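 active = activation above the average of all compounds screened plus 3 SD, cutoff fixed separately per campaign, cut at about 7.5% in these data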;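 note: 0% = DMSO wells and 100% = 10 µM SAHA wells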
# PLCb3 inh: human PLC-beta3 inhibitors, primary screen, biochemical, fluorescence; inhibition, % at 12.2 µM; Purified PLC-beta3, fluorogenic substrate; 370,000 compounds, 0.18% hits; AID 720704, 2013; in the data active = inhibition above about 11%;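 note: 0% = median of compound wells on plate and 100% = full blocker control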
# ADAM10 inh: human ADAM10 inhibitors, primary screen, biochemical, QFRET, HTS. Disintegrin and metalloproteinase domain-containing protein 10 (Homo sapiens), O14672. recombinant ADAM10, EDANS/DABCYL FRET peptide cleavage, 3 h. inhibition, % at 7 µM. 370,000 compounds, 0.62% hits. AID 720582, 2013;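 active = inhibition above a per-campaign cutoff equal to the mean of compounds falling between control-based bounds plus 3 SD, cut at about 20% in these data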;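 note: 0% = DMSO wells while the 100% control is not disclosed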
# DAX1 inh-1: DAX1 (NR0B1) inhibitors, primary screen, cell-based, HEK293, Gal4-DAX1, luciferase luminescence; Nuclear receptor subfamily 0 group B member 1 (Homo sapiens), P51843; HEK293 Gal4-DAX1 luciferase reporter; inhibition, % at 6.75 µM; 340,000 compounds, 0.99% hits; AID 504766, 2011;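 active = inhibition above the mean over all tested compounds plus 3 SD, cut at about 4.2% in these data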;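 note: 0% = DAX1-transfected cells with DMSO and 100% = empty-vector control cells with DMSO; inhibition shows as a rise in luminescence from relieved DAX1 repression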
# Target sequence (P51843 207-470 limits assumed): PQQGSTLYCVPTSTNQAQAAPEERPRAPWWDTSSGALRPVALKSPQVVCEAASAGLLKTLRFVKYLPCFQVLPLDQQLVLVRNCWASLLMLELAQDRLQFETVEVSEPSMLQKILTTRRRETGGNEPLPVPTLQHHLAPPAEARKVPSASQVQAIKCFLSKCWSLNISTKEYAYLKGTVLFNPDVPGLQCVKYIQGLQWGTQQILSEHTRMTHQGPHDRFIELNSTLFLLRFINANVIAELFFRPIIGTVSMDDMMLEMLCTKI
# hcDAF12 agonist: H. contortus DAF-12 nuclear receptor activators, primary screen, cell-based, luminescence, HEK293, lit1-tk-luc reporter; 370,000 compounds, 1.4% hits; AID 652067, 2013; HEK293 hcDAF-12 lit1-tk-luc reporter; 0% DMSO, 100% Δ7-dafachronic acid; activation, % at 6.8 µM;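 active = activation above the mean of all tested compounds plus 3 SD, cut at about 5.5% in these data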;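 note: 100% = response to 3 µM Δ7-dafachronic acid high control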
# ADAM17 inh: ADAM17 inhibitors, primary screen, biochemical, QFRET. AID 720648, 2013. 370,000 compounds, 0.83% hits. recombinant ADAM17, EDANS/DABCYL FRET peptide cleavage. inhibition, % at 6.95 µM;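 active = inhibition above the mean of compounds lying between control limits plus 3 SD, set per campaign, cut at about 8.5% in these data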;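 note: 0% = DMSO-only wells as the low control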
# Target sequence (P78536 215-824 limits assumed): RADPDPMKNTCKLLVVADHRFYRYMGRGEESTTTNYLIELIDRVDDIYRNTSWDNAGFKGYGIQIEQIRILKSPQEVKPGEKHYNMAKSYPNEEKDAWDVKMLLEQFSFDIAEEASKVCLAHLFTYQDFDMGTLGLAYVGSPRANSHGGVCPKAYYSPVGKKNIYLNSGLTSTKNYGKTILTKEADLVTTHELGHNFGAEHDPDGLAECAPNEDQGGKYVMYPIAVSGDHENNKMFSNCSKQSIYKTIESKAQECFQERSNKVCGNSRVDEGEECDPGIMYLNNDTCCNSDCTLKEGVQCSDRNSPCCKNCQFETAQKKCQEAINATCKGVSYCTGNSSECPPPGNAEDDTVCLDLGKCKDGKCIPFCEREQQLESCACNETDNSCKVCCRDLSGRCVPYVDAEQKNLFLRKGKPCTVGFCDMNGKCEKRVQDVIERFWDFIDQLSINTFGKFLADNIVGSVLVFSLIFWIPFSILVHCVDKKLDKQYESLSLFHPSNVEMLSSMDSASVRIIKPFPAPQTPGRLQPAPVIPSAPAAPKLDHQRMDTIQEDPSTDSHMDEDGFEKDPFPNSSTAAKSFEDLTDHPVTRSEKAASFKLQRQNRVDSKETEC
# PLCg1 inh: PLC-gamma1 enzyme inhibitors, primary screen, biochemical, fluorescence, purified enzyme; 1-phosphatidylinositol 4,5-bisphosphate phosphodiesterase gamma-1 (Homo sapiens), P19174; fluorogenic substrate; inhibition, % at 12.2 µM; 370,000 compounds, 0.84% hits; AID 720700, 2013; in the data active = inhibition above about 9.5%
# hgDAF12 agonist: H. glycines DAF-12 receptor agonists, primary screen, cell-based, luminescence, HEK293, GAL4 fusion, UAS-luciferase | activation, % at 6.8 µM | 370,000 compounds, 1.8% hits | Nuclear hormone receptor DAF-12 (Heterodera glycines), GAL4 fusion | HEK293 GAL4-hgDAF12 UAS-luciferase reporter, agonist luminescence; normalized to butyrate control | AID 687014, 2013;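 active = activation above a cutoff set at the mean of all screened compounds plus 3 SD, cut at about 10% in these data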;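 note: 0% = DMSO wells and 100% = sodium butyrate wells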
# DAX1 inh-2: DAX1 (NR0B1) inhibitors on StAR promoter, primary screen, cell-based, luminescence, SF-1 (NR5A1), full-length DAX-1; HEK293T StAR-luciferase reporter, SF-1/DAX-1 repression relief; inhibition, % at 6.8 µM; 370,000 compounds, 1.1% hits; AID 652010, 2013;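 active = inhibition above the mean over all tested compounds plus 3 SD, cut at about 3.6% in these data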;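 note: 0% = DAX-1 cells with DMSO and 100% = cells lacking DAX-1 with DMSO; higher inhibition means more luminescence from relief of DAX-1 repression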
# * marks the source's active call; other numbers are inactive results; nt = not tested or not shown.
SMILES,ssDAF12 agonist,HGIII-sPLA2 inh,FXN GAA850 act,PLCb3 inh,ADAM10 inh,DAX1 inh-1,hcDAF12 agonist,ADAM17 inh,PLCg1 inh,hgDAF12 agonist,DAX1 inh-2
COC(=O)c1[nH]c2cc(OC)ccc2c1NC(=O)c1c(F)cccc1F,-1.7,-11.8,-2.4,2.5,11.2,0.0,-2.2,-3.1,1.1,0.6,-0.7
CCOC(=O)N1CCN(C(=O)COc2cccc3c2CCN(Cc2cccc(C)c2)C3=O)CC1,-1.9,-7.5,0.1,-1.1,4.5,-1.9,-2.9,-0.3,-2.1,-6.1,-1.5
Cc1cc(C)cc(NC(=O)CN2CCCN(S(=O)(=O)c3ccc(Br)s3)CC2)c1,-1.1,-0.2,0.7,-3.3,7.0,-0.5,-1.7,-2.7,2.5,0.2,-0.9
C[C@@H]1CN([C@H](C)CO)C(=O)CCCn2nncc2CO[C@H]1CN(C)Cc1ccc(-c2ccccc2)cc1,-1.7,-6.0,-0.5,2.3,-7.7,0.6,-0.8,-3.8,0.8,2.1,-1.3
CCOc1ccc(C(=O)N2CCN(CCc3ccccc3)CC2)cc1OCC,-0.9,0.7,1.9,4.3,14.2,1.4,0.1,4.4,6.5,-0.2,-0.7
COc1cc([C@H]2[C@@H]3CCCC[C@]3(O)CCN2CC(=O)Nc2ccc(C)cc2)ccc1O,-0.4,-23.3,-4.3,-4.9,3.1,-0.5,1.0,-1.3,0.2,0.8,-0.4
Cc1cc(C)n(-c2ccc(C(=O)Nc3cccc(S(=O)(=O)N(C)C)c3)cc2)n1,-2.9,-6.0,-2.9,6.9,5.5,-3.2,-5.4,2.5,-3.6,-6.9,-2.6
C=CCn1c(C)cc(C(=O)COC(=O)[C@@H](NC(=O)c2ccccc2Cl)C(C)C)c1C,-1.5,-1.0,-2.9,0.2,-5.3,-1.4,-2.9,0.9,-0.2,0.3,-0.4
CCN(CC)C(=O)c1[nH]cnc1C(=O)N[C@@H](Cc1ccccc1)C(=O)OC(C)(C)C,-1.1,1.4,1.2,-0.3,-1.3,0.1,-1.9,-5.5,0.5,1.8,-0.6
CCOc1ccc(C(C)=O)cc1COC(=O)c1ccccc1C(=O)N(C)Cc1ccccc1,-1.1,-8.0,9.5*,-3.1,2.7,-0.3,-2.5,-0.6,3.5,-4.1,-2.3
CN(Cc1ccc(F)cc1)C(=O)c1cccc(OC2CCN(C3CCCC3)CC2)c1,-1.4,-5.5,-0.7,-2.3,-8.7,-0.2,-0.8,-3.9,-1.5,-0.7,2.2
COc1cc(C(=O)NCc2cccc3ccccc23)cc(Cl)c1OC,-1.5,-28.4,2.1,0.7,13.3,-0.7,-1.1,4.1,-0.2,-0.4,-0.5
COc1ccccc1N(C)S(=O)(=O)c1ccc(C(=O)NCCc2ccc(F)cc2)cc1,-1.5,-15.5,-0.4,-6.0,8.8,-0.2,-1.8,2.1,0.5,-2.4,-0.7
COc1cc(CNS(=O)(=O)CCl)cc(OC)c1OC,-1.3,14.7,1.2,3.1,-2.3,-0.4,-1.3,-1.0,5.3,-2.1,0.2
Cc1ccc(NC(=O)CSc2n[nH]c(-c3ccccn3)n2)cc1,-0.7,-11.1,-3.5,-10.6,4.9,-0.8,-2.1,-4.5,1.3,-1.2,-0.9
COc1ccc(C2c3c(c(C)c(C)oc3=O)Oc3c(C)c(C)oc(=O)c32)cc1,-1.2,5.2,0.7,-11.4,4.9,-0.5,0.2,-3.7,-8.1,-0.8,0.7
O=C(Nc1ccc(N2CCOCC2)c(F)c1)c1cccs1,-0.3,4.9,5.4,-9.9,-13.6,2.0,4.4,-4.3,1.4,10.4,10.2*
COc1ccc(S(=O)(=O)n2ccnc2)c2cccnc12,-1.3,3.3,2.7,-88.4,-65.3,2.0,1.1,-18.8,-71.7,0.0,0.1
CCCCC(=O)NC(NC(=O)CCCC)c1ccc(OCC(C)C)c(OC)c1,-1.4,-1.4,1.2,4.9,4.8,-0.2,-1.0,0.7,3.3,-4.6,0.6
Cc1ccc(N/C=C(\C#N)S(=O)(=O)c2ccccc2)cc1,-1.0,-11.3,-0.9,3.4,7.6,-1.7,-0.8,4.9,2.2,-1.8,0.3
Fc1ccc(Nc2ncnc3ccccc23)cc1,-1.7,-4.2,1.0,-7.6,-0.2,-2.0,-2.0,0.1,-9.3,2.3,0.2
O=C(NCCN1CCC(Cc2ccccc2)CC1)C1CCN(S(=O)(=O)N2CCC3(CC2)OCCO3)CC1,-1.6,-10.3,-0.2,3.5,-8.8,2.5,-1.3,-2.6,0.2,-5.6,-0.5
Cc1cc(Nc2cccc(F)c2)cc(=O)n1-c1cccc(F)c1,-1.2,-4.1,nt,2.2,-5.1,nt,-0.3,-2.8,-5.1,-2.5,-0.6
O=C(c1ccccc1)N1N=C(c2ccccc2)CC1c1ccc2nccnc2c1 (centres undefined),-1.4,-6.0,0.2,-2.1,-3.6,2.7,0.9,-0.4,0.6,-0.1,-0.2
CCOC(=O)CNC(=O)CSc1nnc(-c2cccc(C)c2)n1-c1ccc(OC)cc1,-1.7,-4.2,1.6,0.8,-3.6,1.8,0.1,-1.2,0.3,-1.4,0.4

# 8 consecutive records out of the list so far, quoted:
SMILES,ssDAF12 agonist,HGIII-sPLA2 inh,FXN GAA850 act,PLCb3 inh,ADAM10 inh,DAX1 inh-1,hcDAF12 agonist,ADAM17 inh,PLCg1 inh,hgDAF12 agonist,DAX1 inh-2
CN(Cc1ccc(F)cc1)C(=O)c1cccc(OC2CCN(C3CCCC3)CC2)c1,-1.4,-5.5,-0.7,-2.3,-8.7,-0.2,-0.8,-3.9,-1.5,-0.7,2.2
COc1cc(C(=O)NCc2cccc3ccccc23)cc(Cl)c1OC,-1.5,-28.4,2.1,0.7,13.3,-0.7,-1.1,4.1,-0.2,-0.4,-0.5
COc1ccccc1N(C)S(=O)(=O)c1ccc(C(=O)NCCc2ccc(F)cc2)cc1,-1.5,-15.5,-0.4,-6.0,8.8,-0.2,-1.8,2.1,0.5,-2.4,-0.7
COc1cc(CNS(=O)(=O)CCl)cc(OC)c1OC,-1.3,14.7,1.2,3.1,-2.3,-0.4,-1.3,-1.0,5.3,-2.1,0.2
Cc1ccc(NC(=O)CSc2n[nH]c(-c3ccccn3)n2)cc1,-0.7,-11.1,-3.5,-10.6,4.9,-0.8,-2.1,-4.5,1.3,-1.2,-0.9
COc1ccc(C2c3c(c(C)c(C)oc3=O)Oc3c(C)c(C)oc(=O)c32)cc1,-1.2,5.2,0.7,-11.4,4.9,-0.5,0.2,-3.7,-8.1,-0.8,0.7
O=C(Nc1ccc(N2CCOCC2)c(F)c1)c1cccs1,-0.3,4.9,5.4,-9.9,-13.6,2.0,4.4,-4.3,1.4,10.4,10.2*
COc1ccc(S(=O)(=O)n2ccnc2)c2cccnc12,-1.3,3.3,2.7,-88.4,-65.3,2.0,1.1,-18.8,-71.7,0.0,0.1

# More entries
SMILES,ssDAF12 agonist,HGIII-sPLA2 inh,FXN GAA850 act,PLCb3 inh,ADAM10 inh,DAX1 inh-1,hcDAF12 agonist,ADAM17 inh,PLCg1 inh,hgDAF12 agonist,DAX1 inh-2
O=S(=O)(Nc1ccc(C(O)(C(F)(F)F)C(F)(F)F)cc1)c1cccc2cccnc12,-0.8,-52.9,0.1,-1.6,27.0*,nt,2.3,10.3*,10.0*,-1.2,0.5
CCOC(=O)Cc1cc(=O)[nH]n(-c2ccccc2)c1=O,-1.3,12.7,2.4,-0.8,-12.7,-0.1,-1.1,0.4,2.0,-2.0,-0.8
CC(=O)NC12CC3CC(C1)CC(C(=O)Nc1c(C)n(C)n(-c4ccccc4)c1=O)(C3)C2,-1.0,-0.7,2.3,-7.7,2.9,1.9,-0.4,-4.2,-0.9,0.4,-0.5
CN=C1SC(CC(=O)Nc2sc(C)c(C)c2C(=O)OC)C(=O)N1C (centres undefined),-1.4,-6.1,3.1,3.5,-4.4,-0.6,-1.2,0.7,-2.0,-1.1,0.2
C[C@@]12C(=O)N(c3ccc(F)cc3)C(=O)N1[C@@H]1c3ccccc3OC[C@@H]1[C@H]2c1ccccc1,-0.9,2.9,0.2,2.6,13.1,0.6,-0.4,-0.2,-0.1,1.5,0.6
O=C(NCc1cccnc1)c1cc(C2CCCCN2S(=O)(=O)Cc2ccccc2)on1 (centres undefined),-1.6,-3.0,2.3,5.5,-5.2,nt,1.9,-2.7,1.0,-0.7,-0.7
CCn1ccnc1CN(C)Cc1nc(-c2ccccc2)no1,-0.5,0.0,3.8,-3.7,1.5,-0.6,0.7,-0.8,0.6,5.8,0.9
CCOc1ccc(S(=O)(=O)N2CCC(C(=O)NCC3CCCO3)CC2)cc1C (centres undefined),-1.0,0.7,1.4,-1.0,-1.1,3.3,-2.9,-1.8,1.4,-0.8,-0.1
CCOC(=O)CCC(=O)Nc1cc(S(=O)(=O)N2CCOCC2)ccc1N1CCCCC1,-0.8,-1.8,-1.5,-4.8,22.1*,1.0,-0.7,-1.0,-2.0,-0.5,0.4
CCN(CCO)Cc1csc2ccc(C(C)(C)C)cc12,-1.0,0.0,0.7,0.9,-2.5,0.5,-1.2,-4.0,1.6,-0.8,-0.2
FC(F)(F)Oc1ccc(NC(=S)NCCCN2CCOCC2)cc1,-1.3,4.5,-0.7,3.7,-3.7,2.5,-1.4,-1.4,-0.3,-2.2,0.4
